yeast mec2-1: NCI yeast anticancer drug screen, S. cerevisiae mec2-1 strain. growth inhibition, % at 50 µM. 9% of 79,000 active;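 further: 0% = growth of vehicle-only cultures of the same strain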
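Compounds were applied to mec2-1 yeast cells. Their growth was then compared with that of vehicle-treated cultures to give growth inhibition.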
yeast cln2 rad14: NCI yeast anticancer drug screen, S. cerevisiae cln2 rad14 strain. growth inhibition, % at 50 µM. 8.3% of 78,000 active;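 further: 0% = growth of vehicle-only cultures of the same strain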
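Yeast carrying cln2 and rad14 alterations (cell cycle control and DNA damage repair) were exposed to compounds. Growth inhibition was measured against vehicle-treated controls.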
rad50: NCI yeast anticancer drug screen, S. cerevisiae rad50 strain | growth inhibition, % at 50 µM | 10% of 79,000 active | AID 155;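 further: 0% = growth of vehicle-only cultures of the same strain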
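Vehicle-treated cultures provide the reference for the growth inhibition reported for compound-exposed, repair-deficient yeast.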
sgs1 mgt1: NCI yeast anticancer drug screen, S. cerevisiae sgs1 mgt1 strain; growth inhibition, % at 50 µM; 10% of 78,000 active;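 further: 0% = growth of vehicle-only cultures of the same strain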
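Test agents were incubated with a DNA-repair-mutant yeast strain. Growth was then read and compared against vehicle-treated controls.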
bub3: NCI yeast anticancer drug screen, S. cerevisiae bub3 mutant strain | % growth inhibition at 50 µM | 9.9% of 78,000 active;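 further: 0% = growth of vehicle-only cultures of the same strain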
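Growth of a checkpoint-deficient yeast mutant is measured after compound exposure. Values represent inhibition relative to vehicle.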
yeast mlh1 rad18: NCI yeast anticancer drug screen, S. cerevisiae mlh1 rad18 strain | % growth inhibition at 50 µM | 11% of 79,000 active;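 further: 0% = growth of vehicle-only cultures of the same strain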
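Test agents were incubated with a yeast strain of defined genotype (DNA damage repair defect). Inhibition of growth was derived by comparison with vehicle-exposed cultures.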
* hit, by the source's call; . = not tested or not shown; & = joins results of further samples. No stated cut-off is given here; in the data, active means growth inhibition above about 70%; inactive means the rest.

Second line of a record: yeast mec2-1, yeast cln2 rad14, rad50, sgs1 mgt1, bub3, yeast mlh1 rad18
1	CCC(c1ccc(O)cc1)c1cc2c(cc1OCC(=O)O)OCO2 (stereo not drawn)
    -10, -7, -1, -10, -17, -15
2	CC1=NC(=Cc2cccc(Cl)c2)C(=O)N1n1c(-c2ccccc2)nc2ccccc2c1=O
    70, 78*, 69, 79*, 75*, 82*
3	O=C1c2ccccc2C(=O)N1CC/C=C/c1ccc([N+](=O)[O-])cc1Cl
    1, 51, -14, -6, -3, -26
4	Cc1ccc(N2C=Nn3c(nc4sc5c(c4c3=O)CCCC5)C2)cc1
    7, 2, 12, 22, 16, -38
5	CC1=N/C(=C\c2ccc([N+](=O)[O-])cc2)C(=O)O1
    9, 5, 20, 2, 13, 43
6	Cc1cc(C)n(-c2c(O)ccc(O)c2-n2nc(C)cc2C)n1
    -2, -1, -46, -5, -12, -10
7	Nc1ccc2cc(S(=O)(=O)O)cc(S(=O)(=O)O)c2c1
    -5, -19, 39, 7, 0, 32
8	C/C(=N\NC(=S)NCc1ccccc1)c1nc2ncccc2[nH]1
    8, -17, -14, -40, 9, -5
9	Cc1nc2c(Cl)c(Cl)ccc2s1
    -21, ., 4, ., ., 24
10	O=C(CC(CC(=O)C(c1ccccc1)c1ccccc1)c1ccccc1)C(c1ccccc1)c1ccccc1
    18, -1, 46, 62, -8, 30
11	O=C(Nc1ccccc1)Nc1ccccc1C(=O)O
    -22, -55, -6, -16, -16, -31
12	Cc1nn(CCO)c2nc(N)nc(N)c12
    3, -1, 2, 0, -6, -3
13	c1ccc(Nc2ccccn2)nc1
    -14, -88, -10, -21, 4, -25
14	CC1OC(OCC2COC(O)(Oc3c(-c4ccc(O)c(O)c4)oc4cc(O)cc(O)c4c3=O)C(O)C2O)C(O)C(O)C1O (stereo not drawn)
    -29, 1, 20, -16, 8, 14
15	CC(C)=NOCCCCON=C(C)C
    -9, -79, -7, -5, 7, -14
16	OCCCSc1ccccc1SCCCO
    -2, -2, -1, 4, 4, 5
17	Cc1ccc(SC2C(C)(C)N(C(C)C)P2(=O)N(C(C)C)C(C)C)cc1 (stereo not drawn)
    -4, 13, 18, 10, 5, -12
18	Cc1ccc(C(=O)O)c(Br)c1
    -12, -43, 2, -9, -10, 5
19	c1coc(-c2nccc3c2[nH]c2ccccc23)c1
    -9, 34, -28, 1, 19, -16
20	COC1OC(CO)C(O)C2OCCOCCOC3C(OC)OC(CO)C(O)C3OCCOCCOC12 (stereo not drawn)
    -4, -8, -3, 6, 0, 18
21	CCN(CC)C(=S)SCCSC(=S)N(CC)CC
    5, 21, 14, 15, 21, 5
22	COc1c(OCC=C(C)C)cc2c(c1O)c(=O)c1ccccc1n2C
    -10, 6, 30, 7, 3, -19
23	CCCOC(=O)C(F)C(Br)C(=O)OCCC (stereo not drawn)
    92*, 91*, 90*, 92*, 90*, 89*
24	CCCC(CC)c1cc(O)c(O)cc1C(CC)CCC (stereo not drawn)
    69, 80*, 73*, 44, 66, 78*
25	CC1CN(C(C)(C)C)CO1 (stereo not drawn)
    -10, 8, 0, -19, -26, -26
26	c1cc[c]([Sn]([S]c2ccccn2)([c]2ccccc2)[c]2ccccc2)cc1
    100*, 97*, 99*, 99*, 99*, 99*
27	CCOC(=O)Cc1csc2[n+]1C(=O)/C(=C/c1cccc(OC)c1O)S2
    10, -10, 45, 53, 13, 38
28	CCCCCc1c(C)[nH]n(C(N)=NCCSCc2nc[nH]c2C)c1=O
    -1, 22, 32, 35, -22, 25
29	Clc1ncccc1-n1cccc1/C=N\N=C/c1cccn1-c1cccnc1Cl
    6, 30, 7, -11, -5, 22
30	O=C(N/N=C/c1ccccc1)C1CC1
    -10, 8, 9, 10, 9, 2

Ordered by molar mass (lowest first): some entries from above.
Second line of a record: yeast mec2-1, yeast cln2 rad14, rad50, sgs1 mgt1, bub3, yeast mlh1 rad18
23	CCCOC(=O)C(F)C(Br)C(=O)OCCC (stereo not drawn)
    92*, 91*, 90*, 92*, 90*, 89*
21	CCN(CC)C(=S)SCCSC(=S)N(CC)CC
    5, 21, 14, 15, 21, 5
10	O=C(CC(CC(=O)C(c1ccccc1)c1ccccc1)c1ccccc1)C(c1ccccc1)c1ccccc1
    18, -1, 46, 62, -8, 30

Returning to the listing, repeating the 6 entries before the break.
Second line of a record: yeast mec2-1, yeast cln2 rad14, rad50, sgs1 mgt1, bub3, yeast mlh1 rad18
25	CC1CN(C(C)(C)C)CO1 (stereo not drawn)
    -10, 8, 0, -19, -26, -26
26	c1cc[c]([Sn]([S]c2ccccn2)([c]2ccccc2)[c]2ccccc2)cc1
    100*, 97*, 99*, 99*, 99*, 99*
27	CCOC(=O)Cc1csc2[n+]1C(=O)/C(=C/c1cccc(OC)c1O)S2
    10, -10, 45, 53, 13, 38
28	CCCCCc1c(C)[nH]n(C(N)=NCCSCc2nc[nH]c2C)c1=O
    -1, 22, 32, 35, -22, 25
29	Clc1ncccc1-n1cccc1/C=N\N=C/c1cccn1-c1cccnc1Cl
    6, 30, 7, -11, -5, 22
30	O=C(N/N=C/c1ccccc1)C1CC1
    -10, 8, 9, 10, 9, 2
31	COC(=O)C1=C(C(=O)OC)C2(C)C=CC1C1C(OC(C)=O)C(OC(C)=O)C12 (stereo not drawn)
    1, 1, -24, 16, 2, -14
32	COc1cc(=O)n(-c2ccccc2)nc1C#N
    -1, -46, 2, 1, 9, -1
33	COc1cc([C@@H]2c3cc4c(cc3C(N)C3COC(=O)[C@@H]32)OCO4)cc(OC)c1O (stereo partly drawn)
    -12, -8, 15, -3, -3, -7
34	CC(=O)c1ccc2c(ccc3ccccc32)c1O
    -12, -9, -16, -4, -2, 1
35	CCOC(=O)Sc1nc2ccccc2[nH]1
    25, 14, 53, 62, 7, 29
36	CN(C)C1=CC(=Nc2ccccc2)SC(C)(C)C1
    10, -20, -8, 5, 3, 0
37	CN(CN1C(=O)CCC1=O)CN1C(=O)CCC1=O
    14, 15, 29, 24, 4, 39
38	Cc1nc(Nc2ccc(Cl)cc2Cl)sc1C(=O)Nc1ccccc1
    -2, -31, 8, 14, -13, -26
39	OCC1CC2C=CC1O2 (stereo not drawn)
    3, 13, -2, -6, 11, -1
40	Cc1ccc(C)c2c1C(=O)OC2=O
    14, 19, 32, 20, 6, 3
41	CCOC(=O)/C(=C/c1cccc(Cl)c1)N(CC)CC
    78*, 88*, 77*, 83*, 83*, 78*
42	O=C(O)c1ccc([N+](=O)[O-])cc1C(=O)c1cccs1
    -8, -2, 1, 5, 6, 0
43	Cc1c(C)[n+](=O)c(C)c(C)n1[O-]
    -5, 11, 12, 5, 3, 8
44	CC(C)CCOC(OCCC(C)C)OCCC(C)C
    -32, -16, 3, -2, -6, -9
45	O=C1N=C(C=c2ccc(=Cc3[nH]c(=O)[nH]c3O)cc2)C(=O)N1
    -11, 14, -6, -15, 8, 6
46	O=C1CCCC(CCc2ccccc2)O1 (stereo not drawn)
    -4, -8, 5, 1, -37, -8
47	CCN(CC)CC(C)(C)C(=O)/C=C/c1ccc(Cl)c(Cl)c1
    99*, 89*, 98*, 98*, 99*, 99*
48	CCCCCC1(C2CCOCC2)NC(=O)NC1=O (stereo not drawn)
    -2, -31, -5, -17, -11, -7
49	CC(C)c1cc(C(C)C)c(Cc2c(C(C)C)cc(C(C)C)cc2C(C)C)c(C(C)C)c1
    14, 1, 15, 0, -2, 20
50	CCOC(=O)/C=C\n1c(=O)cc(C)c2ccccc21
    24, 18, 9, 7, -3, -1
51	CC(/C=C/C(=O)c1sc(-n2nc(-c3ccccc3)cc2-c2ccccc2)nc1C)=C\c1ccccc1
    5, 9, 22, 26, 45, 21
52	CCC=Nc1ccccc1CO
    8, 30, 12, -1, -4, 5
53	CCC(=O)c1ccc(OC(C)=O)cc1
    -5, -23, 36, -5, 6, 5
54	CN(C)C(=O)NNCc1ccccc1
    9, -13, -2, -4, 15, 12
55	CCOC(=O)CC(=O)OCC
    9&-7, 28&-47, 61&-18, 7&-10, 22&-14, 19&-5
56	COc1ccc2c(c1)CCC1C2CCC2(C)C(=O)C(SC3=NC=NC4=NC=NC43)CC12 (stereo not drawn)
    93*, 92*, 97*, 97*, 92*, 96*
57	CCC(C)NC(=O)C1C2CCC(C2)C1C(=O)NC(C)CC (stereo not drawn)
    -3, -19, 11, -10, -8, 7
58	CCN(CC)C(=O)CNC(=O)c1c2nc3c(C(=O)NCC(=O)N(CC)CC)ccc(C)c3oc-2c(C)c(=O)c1N
    34, 33, 17, 9, 11, 31
59	O=C(CCl)OCc1ccc(Cl)cc1
    3, -28, 4, -4, 1, -9
60	CCCCCc1c(C)nc(N)[nH]c1=O
    1, -40, -4, 1, -15, -5

The final 6 entries of the part before come first, to join the parts.
Assay codes – A = yeast mec2-1; B = yeast cln2 rad14; C = rad50; D = sgs1 mgt1; E = bub3; F = yeast mlh1 rad18
#55 CCOC(=O)CC(=O)OCC
  A: 9&-7; B: 28&-47; C: 61&-18; D: 7&-10; E: 22&-14; F: 19&-5
#56 COc1ccc2c(c1)CCC1C2CCC2(C)C(=O)C(SC3=NC=NC4=NC=NC43)CC12 (stereo not drawn)
  A: 93*; B: 92*; C: 97*; D: 97*; E: 92*; F: 96*
#57 CCC(C)NC(=O)C1C2CCC(C2)C1C(=O)NC(C)CC (stereo not drawn)
  A: -3; B: -19; C: 11; D: -10; E: -8; F: 7
#58 CCN(CC)C(=O)CNC(=O)c1c2nc3c(C(=O)NCC(=O)N(CC)CC)ccc(C)c3oc-2c(C)c(=O)c1N
  A: 34; B: 33; C: 17; D: 9; E: 11; F: 31
#59 O=C(CCl)OCc1ccc(Cl)cc1
  A: 3; B: -28; C: 4; D: -4; E: 1; F: -9
#60 CCCCCc1c(C)nc(N)[nH]c1=O
  A: 1; B: -40; C: -4; D: 1; E: -15; F: -5
#61 CCCC(=O)NC(Cc1ccccc1)C(=O)CCC (stereo not drawn)
  A: -1; B: 10; C: 4; D: 5; E: 18; F: 17
#62 CCCCOP(=O)(OCCCC)c1nc(P(=O)(OCCCC)OCCCC)nc(P(=O)(OCCCC)OCCCC)n1
  A: 60; B: -3; C: 13; D: -4; E: 4; F: 3
#63 O=[N+]([O-])c1ccc2nnnn2c1
  A: 44; B: 30; C: 76*; D: 61; E: 34; F: 62
#64 Nc1ccc2c(c1)Cc1cc(N)c(N)cc1-2
  A: -8; B: -19; C: 11; D: 11; E: -4; F: 6
#65 Cc1ccc2nc(N(C)C)cc(N(C)C)c2c1
  A: 6; B: -100; C: -7; D: 0; E: -4; F: 8
#66 COc1ccc(C(=O)C(CC2C(=O)CC(C)(C)C(C(=O)C(=O)Nc3c(C)cccc3C)C2=O)c2ccc(OC)cc2)cc1 (stereo not drawn)
  A: -21; B: -2; C: -16; D: -20; E: -8; F: -34
#67 CCC1CN2C(=N1)c1ccccc1-c1cc([N+](=O)[O-])ccc12 (stereo not drawn)
  A: 43; B: 51; C: 94*; D: -20; E: 54; F: 94*
#68 CC(C)(C)C1=CC(=CC=C2C=CN(CCCCCCCCCCCO)C=C2)C=C(C(C)(C)C)C1=O
  A: 99*; B: 99*; C: 99*; D: 99*; E: 99*; F: 99*
#69 CCCCCCCCCCCCCCC(=O)OCCN(C)C
  A: -18; B: -18; C: -4; D: 1; E: 8; F: -10
#70 O=C(O)c1ccc(O)cn1
  A: -7; B: 7; C: -5; D: 3; E: 3; F: 3
#71 CCOC(=O)C(c1cc(C)c(C)cc1C)C(Cl)(Cl)Cl (stereo not drawn)
  A: 2; B: -1; C: -5; D: -9; E: -6; F: -36
#72 O=C(COc1ccccc1)NCc1ccccc1Cl
  A: 14; B: 6; C: 8; D: 5; E: 24; F: 12
#73 CCOC(=O)C(CC(C)C)NC(=O)c1cc([N+](=O)[O-])c(C)c2c1Nc1c(c(C)c3oc(=O)c(C)nc3c1C(=O)NC(CC(C)C)C(=O)OCC)O2 (stereo not drawn)
  A: -10; B: -11; C: -3; D: -22; E: -3; F: 20
#74 CC(=O)OC1CC2CCC1(C)C2(C)C (stereo not drawn)
  A: -20&26&27; B: 5&18&20; C: -12&31&35; D: -4&-35&26; E: 4&-30&30; F: -14&-78&5
#75 O=C(/N=C(\c1ccc(F)cc1)c1ccsc1-n1cccc1)Nc1ccccc1
  A: -11; B: 24; C: 35; D: 23; E: 12; F: 1
#76 COc1ccc(C(O)/C(=N/N)c2nc3ccc(Cl)cc3[nH]c2=O)cc1 (stereo not drawn)
  A: -19; B: 11; C: -17; D: -11; E: -25; F: -20
#77 COc1cc(NCCCCNCC(C)(C)C)c2ncccc2c1
  A: 18; B: 52; C: 60; D: 52; E: 71*; F: 37
#78 Cc1ccc(C(=O)CC(C#N)c2ccccc2)cc1 (stereo not drawn)
  A: 17; B: 18; C: 26; D: 13; E: 6; F: 13
#79 C=CCNC(=O)CC(C)(C)C
  A: 12; B: 9; C: 26; D: 0; E: 24; F: 20
#80 O=S(=O)(O)CCc1ccccc1
  A: 9; B: -8; C: 2; D: -11; E: -21; F: -26

Random draw from the library; any-hit rate near 14%.
